Bioassay records from PubChem BioAssay.
PV pol inh: inhibitors of poliovirus RNA polymerase binding and polymerization; AID 588519; % elongation, % (compound at 16.7 µg/mL); P03300; 150,000 tested, 0.66% active; poliovirus polymerase elongation, fluorescence polarization; active compounds read low; in the data active = % elongation below about 90%; note: some results filed as inactive read as strong as hits
Target sequence (P03300 1749-2209 limits assumed): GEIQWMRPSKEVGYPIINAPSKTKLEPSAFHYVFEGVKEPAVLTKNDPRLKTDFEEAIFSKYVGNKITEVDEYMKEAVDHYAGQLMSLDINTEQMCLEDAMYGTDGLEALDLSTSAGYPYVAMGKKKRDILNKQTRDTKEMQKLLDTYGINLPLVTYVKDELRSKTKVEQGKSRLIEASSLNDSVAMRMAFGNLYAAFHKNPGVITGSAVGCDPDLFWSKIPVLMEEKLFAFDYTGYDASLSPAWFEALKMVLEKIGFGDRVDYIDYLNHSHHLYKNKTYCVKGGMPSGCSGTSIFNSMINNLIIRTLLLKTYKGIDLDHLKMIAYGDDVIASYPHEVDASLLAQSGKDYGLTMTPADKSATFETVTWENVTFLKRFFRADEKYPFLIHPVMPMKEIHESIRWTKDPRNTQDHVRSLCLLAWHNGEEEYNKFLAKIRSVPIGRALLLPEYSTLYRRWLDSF
PV pol inh FP z-score: also measured in PV pol inh; calls as there; z-score; measured here: FP z-score; hits read low
Starred values were filed as active, the others as inactive. Only part of the results is shown; count on the stated rates, not on these rows.

SMILES	PV pol inh	PV pol inh FP z-score
COC(=O)c1c(NC(=O)C2c3ccccc3Oc3ccccc32)sc2c1CCC(C)C2 (stereo not drawn)	102	-0.9
COc1cc(OC)c(NC(=O)COCc2cc(-c3cccs3)on2)cc1Cl	102	-1.2
O=S(=O)(N/N=C/C1=C(N2CCOCC2)C(=C\c2ccccc2)/CC1)c1ccccc1	104	0.3
Cc1c2cnn(-c3ccccc3)c(=O)c2c(C)n1CC(=O)Nc1ccccc1Br	108	0.3
CCC1CCCCN1C(=O)Cn1c(=O)n(-c2ccc(Cl)c(Cl)c2)c(=O)c2c(C)c(C(=O)N(C)C)sc21 (stereo not drawn)	95	-2.5
COc1ccc(OCCNC(=O)N2CCOCC2)cc1	101	-0.2
Cc1ccc(NC(=O)CCCN2C(=O)COc3ccc(C)cc32)c(C)c1	105	-0.6
Cc1nc(SCC(=O)c2ccc3[nH]c(=O)[nH]c3c2)c2ccccc2n1	98	-0.9
CCC(C(=O)O)n1nnc(-c2ccc(Cl)cc2)n1 (stereo not drawn)	101	0
CCOc1ccc(S(N)(=O)=O)cc1OCC	111	1.3
C#CCSc1ccccc1C(=O)O	99	-0.2
C=CCc1ccccc1OCCSc1nc(-c2cccs2)nc2cc(=O)[nH]n12	108	0.2
COc1ccc(C=NCc2ccc(OC)c(OC)c2)cc1OC	108	0.8
Cc1ccc(-n2c(=O)c3c(cnn3C)n(CC(=O)Nc3c(C)cccc3C)c2=O)cc1	103	-0.6
Cc1nc2cc(-c3cccc(F)c3)nn2c(C)c1CCC(=O)Nc1ccccc1C(N)=O	104	-0.8
NC(=O)COC(=O)c1cccc2c1-c1ccccc1C2=O	103	0.2
CCCCc1ccc(-n2nc3cc(C)c(NC(=O)Cc4ccccc4)cc3n2)cc1	101	-0.5
COc1ccc(-c2cn3c(C)c(C(=O)N4CCN(c5ccccc5)CC4)sc3n2)cc1	103	0.5
Cn1c(C(C#N)C(=O)c2cccc(N3C(=O)c4ccccc4C3=O)c2)nc2ccccc21 (stereo not drawn)	103	0
CCOc1ccc(CCNc2nc3ccccc3n3c(C)nnc23)cc1OCC	98	-1.6
CC(C)(Oc1ccc(Cl)cc1)C(=O)Nc1nccs1	101	-0.2
COc1ccc(-c2[nH]ncc2C(=O)NCc2ccccc2C)cc1	110	-0.2
Cc1ccc(NC(=O)NC(=O)CSc2nnc(Cc3csc(C)n3)o2)c(C)c1	100	-0.3
O=C(c1ccccc1)n1nc(-c2ccccc2)nc1NCc1ccco1	100	-0.2
N#Cc1cc(F)c(N2CCNCC2)cc1Cl	102	0
C=CCN1C(=O)C(O)(c2cnc(N)s2)c2ccccc21 (stereo not drawn)	101	-0.4
Cc1cc(C)cc(NC(=O)Cc2csc(COc3cccc(C)c3)n2)c1	115	1.8
CC(C)c1nnc(NC(=O)CSc2nc(-c3ccccc3)cc(=O)[nH]2)s1	102	0.2
N#Cc1ccccc1Sc1ccccc1C(=O)Nc1cc(Cl)ccc1-n1cncn1	112	0.5
Cc1ccc(-n2nc(C(=O)N(C)c3ccccc3Cl)c3c4ccccc4n(C)c3c2=O)cc1	107	0
COc1ccc(-c2noc(CCCC(=O)NC(C)C)n2)cc1	102	0
COc1ccc(CN(C)Cc2cccc(S(=O)(=O)N(C)C)c2)c(OC)c1OC	101	-0.4
CC(=O)OC1CCC2CC1CCC2OC(C)=O (stereo not drawn)	102	0.4
C=CCn1c(SC/C(O)=C(\C#N)c2nc3ccccc3[nH]2)nc2ccccc2c1=O	102	0.1
Cn1c(N)c(C(=O)COC(=O)c2cc(S(=O)(=O)N3CCOCC3)ccc2F)c(=O)n(C)c1=O	104	0.3
NNC(=O)c1ccc(Oc2cccc(C(F)(F)F)c2)nc1	100	-0.3
CC(C)Cc1cc(C(=O)NCc2ccco2)no1	101	-0.2
COc1cc(N)c(Cl)cc1C(=O)OCC(=O)N(C)c1ccccc1	104	0.2
COc1ccc(-n2c(SCCNCCO)nc3ccccc32)cc1	96	-0.6
CC(=O)c1c(C)nc2nc(-c3ccccc3)nn2c1C	104	-0.3
CCC1(CC)Cc2ccccc2C(c2cc3ccccc3oc2=O)=N1	101	0
O=C(Cc1c(F)cccc1Cl)N1CCC2(CC1)OCCO2	98	-1.7
CSc1nc(N)nc(SC2C=CCCC2)c1C#N (stereo not drawn)	99	-0.1
COC(=O)c1c(NC(=O)c2ccc(S(=O)(=O)N3CCCCC3)cc2)sc2c1CCN(C)C2	100	-1.6
Cc1[nH]c2cc(C(=O)O)ccc2c1CC(=O)O	99	-1.4
Cc1cccc(NS(=O)(=O)c2ccc3[nH]c(=O)[nH]c3c2)c1C	103	-0.3
CCC(C)c1ccccc1NC(=O)N(C)C (stereo not drawn)	100	0
COc1cccc(NC(=O)Cn2cc(C(=O)C3CCCCC3)c3ccccc32)c1	108	0.5
CN(CC(=O)Nc1ccc(F)c(F)c1F)C(=O)C1CCCCC1	104	0.1
N#CCCn1cc(/C=c2\sc3nc4ccccc4n3c2=O)c(-c2ccc(F)cc2)n1	106	0.6
O=c1cc(-c2ccccc2)[nH]c(=O)[nH]1	103	-0.2
O=C(c1ccc(CS(=O)c2ccccc2Cl)o1)N1CCN(c2ccccc2F)CC1 (stereo not drawn)	109	0.5
CC1CCCC(NC(=O)c2cccc3c2SCCC3=O)C1C (stereo not drawn)	103	0.5
CCCN(CCC)Cc1ccc(CNc2nc(-c3ccc(OC)cc3)no2)o1	102	0.6
Cc1cc(-c2nnc(-c3cccc(C(F)(F)F)c3)o2)no1	103	-0.1
Cc1nc2ccn(Cc3cccs3)c(=O)c2cc1C(=O)N1CCN(c2ccccc2F)CC1	99	-1.4
CN1CCc2cc3c(c4c2C1Cc1ccccc1-4)OCO3 (stereo not drawn)	71	-9.9
Cc1cc2n(n1)C(c1cccc(O)c1O)Nc1c(C)cccc1-2 (stereo not drawn)	102	0.2
CC(C)c1nnc(N2C(=O)c3oc4ccccc4c(=O)c3C2c2cccc(O)c2)s1 (stereo not drawn)	108	1
CCc1ccc(C2=NN(CCC(=O)NCCc3ccc(OC)c(OC)c3)C(=O)CC2)cc1	106	0
Continuation.
SMILES	PV pol inh	PV pol inh FP z-score
CC(C)Nc1nc(-c2cccs2)cc(C(F)(F)F)c1C#N	104	0
CC1CCc2c(sc(N)c2C(=O)OC(C)C)C1 (stereo not drawn)	100	-0.4
O=C(CCCCn1c(=O)c2ccccc2n(CC(=O)Nc2ccccc2)c1=O)NCc1ccccc1Cl	102	-1.1
CC(C)c1ccc(-c2nc(N3CCCCCC3)[nH]c(=O)c2C#N)cc1	100	-0.1
O=C(C1=NN(C2CCS(=O)(=O)C2)C(=O)CC1)N1CCc2ccccc2C1 (stereo not drawn)	104	0.2
N#CCCS(=O)(=O)c1ccc(-c2ccc(S(=O)(=O)CCC#N)cc2)cc1	97	-1
Cn1c(/C(C#N)=C/C2CC=CCC2)nc2ccccc21 (stereo not drawn)	102	0.3
CCCCCCCCCCCCCCCC[n+]1ccccc1	100	0
Cc1ccccc1C(=O)Nc1cccc(OCc2cc(=O)n3cccc(C)c3n2)c1	106	0.1
Cc1cccc(-c2nc(SCCCOc3ccccc3Cl)n3[nH]c(=O)cc3n2)c1	104	-0.6
CCOc1ccc(N=c2scc(-c3ccco3)n2/N=C/c2c[nH]c3ccccc23)cc1	108	0.8
c1cc2c(cc1-c1nn[nH]n1)OCO2	101	-0.6
Cc1ccc(CN(C)C(=O)c2ccc(S(=O)(=O)N3CCCCC3)cc2)o1	104	0
Cc1ccc(C(=O)COC(=O)c2c(F)cccc2F)cc1	102	0.1
CN(C(=O)COC(=O)C1CCN(S(=O)(=O)c2cccs2)CC1)c1ccccc1	103	0.3
COc1cccc(CNS(=O)(=O)c2c(C)nc3scc(C)n3c2=O)c1	104	-0.2
CCOc1ccc(-c2c(C)nn3c(C)c(C(=O)NCc4cccc(OC)c4)cnc23)cc1OCC	101	-0.4
CCCc1cc2c(=O)c(-c3ccc(C(=O)OCC)o3)coc2cc1OC	100	0
N=c1oc2ccccc2cc1C(=O)Nc1ccc(F)cc1	105	0.6
Cc1cc(O)c(C(C)C)cc1NC(=O)c1ccccc1	108	0.4
CN(C)c1ccc(NC(=O)Cn2c(SCc3ccc(F)cc3)nc3cccnc32)cc1	106	0.5
COCCCn1c(-c2ccc(S(=O)(=O)N3CCOCC3)cc2)csc1=Nc1ccccc1	104	0
Cc1cccc(NC(=O)c2ccc3snnc3c2)c1	111	0.8
N#CCN(C(=O)CSc1nc2sc3c(c2c(=O)n1Cc1ccco1)CCCC3)c1ccccc1	107	0.4
CCOC(=O)c1ccncc1	99	-0.4
CCN(CC)C(=O)CSc1ncc(CO)n1Cc1ccccc1	103	1.4
COc1ccc(C2(O)CCN(CC(=O)NC(C)C)CC2)cc1	101	-0.1
N#CC1=C(N)n2ncnc2NC1c1ccc(F)cc1 (stereo not drawn)	103	1
Cc1cc(NC(=O)[C@H](C)NC(=O)c2ccco2)ccc1Br	104	0
CCC1S/C(=N\S(=O)(=O)c2ccccc2)N(C2CCCCC2)C1=O (stereo not drawn)	98	-0.2
COc1ccc(OC)c(CCNc2nc3cc(OC)c(OC)cc3c3nc(-c4cccnc4)nn23)c1	102	-0.7
OCC(CO)(CO)N=Cc1c(O)ccc2ccccc12	100	-0.3
CC1CCCC(NC(=O)COC(=O)c2ccccc2F)C1C (stereo not drawn)	99	-1.2
Nc1n[nH]c(C(=O)N/N=C/c2cccs2)n1	101	0.1
Cc1cc(C)n(-c2nc(C(=O)O)cs2)n1	101	-0.5
CC(C)(C)C(=O)CSc1nnc(-c2ccncc2)n1-c1ccccc1	103	0.1
CC(C)(C)NC(=O)c1ccc2snnc2c1	106	0.3
COc1ccc(C(CNC(=O)COc2ccc(Cl)c(C)c2)N2CCOCC2)cc1 (stereo not drawn)	100	-0.3
CC(=O)NS(=O)(=O)c1ccc(NC(=O)[C@@H]2CCCC[C@@H]2C(=O)O)cc1	103	0.3
CCC(C)C(NS(=O)(=O)c1cccc(C(F)(F)F)c1)C(=O)NCc1ccccc1 (stereo not drawn)	103	0.6
CCN(CC)S(=O)(=O)c1cccc(C(=O)Nc2sc3c(c2C#N)CCC(C)C3)c1 (stereo not drawn)	109	1.1
N#C/C(=C(/O)CSc1nnc(Cc2cccs2)n1C1CCCCC1)c1nc2ccccc2[nH]1	135	4
Cc1ccc(-n2nc(C)c3c(C)c(CCC(=O)NCc4cccc(Cl)c4)c(C)nc32)cc1C	102	-0.9
O=C(c1[nH]c2ccccc2c1Sc1ccc(Cl)cc1)N1CCCCC1	105	-0.6
NC(=NCc1ccco1)NC(=O)c1ccc(Cl)cc1	102	0.1
C=CCNC(=O)c1oc2ccc(S(=O)(=O)N3CCCCCC3)cc2c1C	101	0.4
COc1ccc(-c2cn3c(n2)sc2cc(C(=O)NCCCN4CCN(C)CC4)ccc23)cc1	95	-2.4
c1cn2c(NC3CCCC3)c(-c3ccc(N4CCOCC4)cc3)nc2cn1	100	0
O=C(O)/C=C/C(=O)N1CCN(S(=O)(=O)c2ccccc2)CC1	104	0.3
Nc1ccc2nc(NC(=O)C34CC5CC(CC(C5)C3)C4)sc2c1	103	0.3
O=C(O)C1CC(c2ccccc2O)=NO1 (stereo not drawn)	103	0.5
Cc1nc(Cc2nnc(SC(C)c3nc4scc(-c5ccccc5)c4c(=O)[nH]3)o2)cs1 (stereo not drawn)	101	-0.1
C=CCn1c(C)cc(C(=O)COC(=O)c2ccc(N3CCCC3=O)cc2)c1C	98	-0.4
O=c1c2ccccc2c(-c2ccc(F)cc2)nn1CCO	103	-0.1
CC(=O)N1CCc2cc(C(=O)O)ccc21	104	0.2
Cc1ccc(Cl)cc1NC(c1ccc(F)cc1)c1nnc(-c2ccccc2)o1 (stereo not drawn)	99	-1.8
Cc1ccc(S(=O)(=O)c2c(Cl)sc(=O)n2C)cc1	102	0
CC1=CC2CC1C1C(=O)N(C(C)C(=O)N3c4ccccc4CC3C)C(=O)C21 (stereo not drawn)	109	0.9
CC(NC(=O)CCCc1nnc2n(C)c(=O)c3sccc3n12)c1ccccc1 (stereo not drawn)	102	0.1
COc1cc2cc(CNc3ccccc3)c(=O)n(CC(=O)Nc3ccc(C)c(Cl)c3)c2cc1OC	106	0
O=C(Nc1ccc(F)cc1)NC1CCN(CC(=O)c2ccc(F)cc2)CC1	100	-0.8
